NTR1 ag: agonists of NTR1, primary screen, imaging, U2OS cells, beta-arrestin-GFP, high content (AID 493036) | NTR1-U2OS beta-arrestin-GFP spot imaging, agonist mode | 330,000 compounds, 0.17% hits | activation, % at 20 µM | P30989;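 active means activation at or above 40% of the spot to cytoplasm intensity ratio, with at least 20 cells analyzed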;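 further: 0% = DMSO without peptide and 100% = 100 nM NTR1 peptide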
Target sequence (P30989 whole entry, looked up): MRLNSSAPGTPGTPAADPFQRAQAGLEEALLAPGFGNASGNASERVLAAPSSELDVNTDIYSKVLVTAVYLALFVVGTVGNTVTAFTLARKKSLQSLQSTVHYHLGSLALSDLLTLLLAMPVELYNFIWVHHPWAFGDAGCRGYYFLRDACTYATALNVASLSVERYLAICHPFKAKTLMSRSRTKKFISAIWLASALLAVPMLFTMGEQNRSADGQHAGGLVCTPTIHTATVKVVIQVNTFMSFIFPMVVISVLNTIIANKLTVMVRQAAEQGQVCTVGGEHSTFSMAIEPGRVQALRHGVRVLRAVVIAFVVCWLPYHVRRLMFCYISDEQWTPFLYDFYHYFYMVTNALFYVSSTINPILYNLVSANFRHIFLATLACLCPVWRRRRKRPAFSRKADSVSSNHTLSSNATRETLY
GPR35 antagonists: inhibition of zaprinast-stimulated GPR35 beta-arrestin translocation – imaging, U2OS, beta-arrestin-GFP, zaprinast agonist, primary screen (AID 2058); 290,000 compounds, 0.052% hits; one-dose inhibition, % at 10 µM; IC50 in µM for titrated hits; U2OS GPR35 beta-arrestin-GFP translocation imaging, zaprinast antagonism; higher % means a stronger effect;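 active means inhibition of at least 50% with at least 30 cells and total cytoplasm GFP at most 10,000,000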
LYP inhibition: PTPN22 lymphoid phosphatase activity blockers – biochemical, fluorescence intensity, uHTS (AID 1779); inhibition, % at 11.5 µM; hits with a dose series show IC50 in µM; 290,000 compounds, 0.054% hits; recombinant LYP phosphatase, fluorescence intensity; higher % means a stronger effect; in the data active means inhibition above about 50%;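 further: plate controls were vehicle with enzyme for no effect and no enzyme for full effect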
Hep lipid drop: modulators of hepatic lipid droplet formation; inhibition, % at 6.5 µM; AML12 mouse hepatocytes, oleate lipid droplets, BODIPY imaging; 240,000 compounds, 0.4% hits;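 active means lipid droplet intensity inhibited by at least 50%, with more than 500 cells counted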
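Test system: AML12 hepatocytes (mouse); reagent: oleate loading, 100 µM; dosing: one dose, 6.5 µM compound; incubation: overnight exposure; signal: fluorescence imaging, 20x objective, two fields per well; read-out basis: % inhibition of corrected integrated BODIPY droplet signal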
T cell HTS: T cell immune modulators affecting CD8 T cell-vesicle binding; 2C CD8+ T cell-vesicle binding, flow cytometry; hits give low values; calls only at 7 µM; 330,000 compounds, 0.068% hits; AID 2052;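 active means response, share of CD8 T cells binding vesicles, and their 90th percentile fluorescence all below set limits, cut at about 80% in these data, passing the limit was not always enough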
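Incubation: binding step 1.5 h, 37 °C, antibody labelling 20 min, ice; system: murine 2C transgenic CD8+ T lymphocytes; technique: cytometric PE anti-B7-1 and Alexa647 anti-CD8 signals after 1% paraformaldehyde fixation; also added: QL9-charged Drosophila Ld/ICAM-1/B7-1 vesicles; control set: naked versus QL9-loaded vesicles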
GPR55 LPI antagonism: GPR55 antagonists blocking LPI-driven arrestin recruitment, primary screen, imaging, U2OS, beta-arrestin-GFP, LPI agonist (AID 2013); U2OS GPR55 beta-arrestin-GFP translocation imaging, LPI antagonism; higher % means a stronger effect; inhibition, % at 10 µM; hits with a dose series show IC50 in µM; 290,000 compounds, 0.13% hits;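 active means spots per cell inhibited over 60%, with over 100 cells counted and total cytoplasm intensity under 500,000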;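 further: U2OS cells stably carrying GPR55 and arrestin-GFP stimulated by 5 µM LPI near EC80; imaged beta-arrestin-GFP aggregate spots per cell after agonist stimulation; plate controls were LPI-stimulated DMSO wells for no effect and DMSO wells without LPI for full effect; some results filed as inactive read as strong as hits; confirmed hits need IC50 under 10 µM and bright autofluorescent wells are also inconclusive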
GPR55 beta-arrestin: GPR55 agonists via beta-arrestin recruitment, primary screen, imaging, U2OS cells, beta-arrestin-GFP redistribution (AID 1961); 290,000 compounds, 0.048% hits; one-dose activation, % at 10 µM; EC50 in µM for titrated hits; U2OS GPR55 beta-arrestin-GFP redistribution imaging; higher % means a stronger effect;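 active means activation above 40% with more than 50 cells counted in the well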;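 further: U2OS osteosarcoma cells stably expressing GPR55 and beta-arrestin-GFP; plate controls were DMSO negative control for no effect and LPI positive control for full effect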
Large T inhibition: SV40 large T antigen inhibitors, biochemical (AID 1903). SV40 large T antigen ATPase/helicase inhibition assay; higher % means a stronger effect. 310,000 compounds, 0.39% hits. inhibition, % at 20 µM; hits with a dose series show IC50 in µM; in the data active means a potency from the dose series; further: strong numbers were not always called active
MgcRacGAP inhibition: MgcRacGAP GTPase-activating activity inhibitors, confirmation, biochemical, ADP Hunter fluorescence | 340,000 compounds, 0.6% hits | MgcRacGAP-stimulated Rac1 GTP hydrolysis, ADP Hunter fluorescence; higher % means a stronger effect; GST-tagged Rac1 F28L mutant substrate | inhibition, % at 30 µM; hits with a dose series show IC50 in µM;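 active means first-screen hits whose inhibition reached a set limit at any dose in the follow-up dose series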;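 further: fluorescence reports GDP produced by GAP-driven GTP hydrolysis; strong numbers were not always called active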
Hep lipid drop cells 6.5 µM: second read-out of Hep lipid drop, no call of its own (marks repeat the call); cell count; measured here: cell count, cytotoxicity flag;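 cells counted across two imaged fields per well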
T cell HTS vesicle-bound %: also measured in T cell HTS; calls as there; double positive events, %; measured here: CD8+ vesicle-bound cell fraction;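 binding gate set so that unloaded-vesicle control wells show 10% double positive cells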
NTR1 ag cell count 20 µM: recorded beside NTR1 ag, whose call it bears; cell count; measured here: cell count, cytotoxicity flag
* marks the source's active call; other numbers are inactive results; i = inactive; . = not tested or not shown. This is a random part of the collection. Share with any hit: about 1.8%.

Screens in order – LYP inhibition	T cell HTS vesicle-bound %	MgcRacGAP inhibition	NTR1 ag	GPR55 LPI antagonism	Large T inhibition	T cell HTS	Hep lipid drop cells 6.5 µM	GPR55 beta-arrestin	GPR35 antagonists	Hep lipid drop	NTR1 ag cell count 20 µM
> COc1ccc(NS(=O)(=O)c2ccc3oc(=O)c4[nH]c(=O)c(=O)n(C)c4c3c2)cc1
    -8%	16	7%	-1.4	-2%	8%	i	703	-0.2%	-2%	-2	71
> Nc1ccnn1Cc1ccc(Br)s1
    -13%	52	3%	-1.2	2%	5%	i	698	-0.2%	-9%	10	62
> CCN(CC(=O)NCc1cccs1)C(=O)c1cc(S(=O)(=O)N2CCOCC2)ccc1C
    -5%	30	4%	0.2	10%	14%	i	661	1.9%	-5%	8	62
> CCOC(=O)C1CN(S(=O)(=O)c2ccc(C)cc2)CCN1S(=O)(=O)c1ccc(C)cc1 (stereo not given)
    7%	37	4%	2.2	10%	0%	i	749	0.0%	-16%	-2	42
> Cc1cc(N2CCCC2)nc2ccc(NC(=S)NCCCN3CCC(C)CC3)cc12
    -10%	23	30%	-3.6	1%	9%	i	694	-0.4%	-15%	-10	14
> CN(CC(=O)Nc1cccc(F)c1)C(=O)COc1cccc2c1OC(C)(C)C2
    -11%	34	5%	-0.1	12%	18%	i	783	-0.1%	8%	9	68
> Cc1cc(C)nc(NC(=NCCc2c[nH]c3ccccc23)NC(=O)Nc2ccc(Cl)cc2)n1
    -3%	47	8%	4.7	-7%	2%	i	657	0.1%	-10%	8	34
> COc1cccc(-c2n[nH]c3c2CCC3)c1
    -10%	62	5%	-1.3	5%	2%	i	704	-0.1%	9%	-24	84
> C[C@@H]1[C@@H](Sc2ccccc2)CC(=O)O[C@@H]1c1ccc(-c2ccccc2)cc1
    .	16	5%	14	.	-2%	i	.	.	.	.	94
> CC(=O)Nc1ccc(SCC(=O)c2cc(C)n(-c3ccccc3F)c2C)cc1
    -4%	36	8%	7.5	-12%	3%	i	568	-0.4%	1%	-13	76
> Cc1ccc(-n2c(CNc3ccc(F)cc3)nnc2SCC(=O)N2CCCC2)cc1
    -3%	12	-1%	-2.0	-1%	15%	i	.	0.3%	7%	.	79
> N#Cc1nc(Cl)c(Cl)c(NN)c1Cl
    2%	49	4%	0.9	6%	14%	i	761	-0.3%	1%	4	49
> Oc1ccc(Cl)cc1CNCC1CCCO1 (stereo not given)
    -14%	39	31%	-0.7	-10%	10%	i	795	0.5%	-1%	8	86
> C/C(=N/NC(=O)c1cc(-c2ccccc2)nc2c(Cl)cccc12)c1cccnc1
    -5%	60	-21%	5.4	4%	8%	i	779	-0.1%	-7%	0	53
> COCCN(C(=O)COC(=O)CSc1ccccc1)c1c(N)n(Cc2ccccc2)c(=O)[nH]c1=O
    .	22	-10%	3.0	.	-1%	i	.	.	.	.	78
> O=C(Nc1cccc(-c2cccc(Cl)c2)c1)C1CCN(Cc2ccc(CO)o2)CC1
    -8%	34	8%	4.7	0%	14%	i	808	-0.1%	7%	-1	54
> Cn1nc(-c2ccc(Cl)cc2)cc1NC(=O)Nc1ccccc1
    -2%	20	7%	2.8	1%	6%	i	642	-0.1%	0%	0	69
> O=C(NCC(=O)N(c1cccnc1)C(C(=O)NC1CCCC1)c1cccs1)c1cccs1 (stereo not given)
    -8%	43	1%	-1.2	-9%	13%	i	712	-0.2%	1%	0	91
> O=C(CN(C(=O)c1csnn1)c1cccc2c1CCCC2)NCc1ccccc1
    1%	23	5%	15	9%	16%	i	841	-0.1%	14%	0	45
> CCOC(=O)C1=C(C)N(c2nonc2NC(C)=O)C(N)=C(C#N)C1c1ccccc1F (stereo not given)
    -1%	40	7%	0.4	12%	3%	i	.	-0.1%	-15%	.	56
> CCOC(=O)c1c(Cl)c(C)nn1-c1nc(OC)cc(OC)n1
    -7%	51	3%	5.6	7%	2%	i	700	-0.5%	-2%	-27	61
> Cc1nc2ccc(C(=O)N3CCN(Cc4ccccc4)CC3)cc2[nH]1
    0%	22	-2%	-0.3	7%	18%	i	796	-0.1%	26%	-18	32
> O=C(NNC(=O)C1CC=CCC1C(=O)O)c1ccc(Cl)cc1 (stereo not given)
    -11%	36	3%	0.4	1%	7%	i	712	-0.3%	-10%	-2	38
> O=C(COc1ccc([N+](=O)[O-])cc1)NCc1ccccc1
    -1%	40	5%	0.4	4%	1%	i	.	-0.1%	-10%	.	86
> Cn1nc(C(F)(F)F)cc1Oc1ncc(C(F)(F)F)cc1Cl
    0%	51	-2%	1.7	4%	3%	i	687	0.9%	2%	5	54
> CCc1ccc(C(=O)COC(=O)c2nn(C)c(=O)c3ccccc23)cc1
    -4%	45	7%	2.0	38%	5%	i	710	0.0%	13%	0	55
> O=C(NCCC1=CCCCC1)c1cc2c(s1)CS(=O)(=O)C2
    0%	38	3%	0.0	7%	6%	i	722	-0.1%	-5%	-36	45
> c1ccc(OCc2nn3c(-c4ccco4)nnc3s2)cc1
    2%	42	8%	-1.7	-9%	10%	i	.	-0.2%	5%	.	85
> CC(NC(=O)COc1ccc([N+](=O)[O-])cc1)c1ccccc1 (stereo not given)
    -11%	53	1%	-1.2	7%	9%	i	673	-0.1%	-2%	21	84
> CCCCNCCOCCSc1ccc(Cl)cc1
    2%	46	29%	-2.3	-5%	18%	i	.	-0.1%	6%	.	89
> CC(=O)c1ccc(C(=O)N2CCc3c([nH]c4ccccc34)C2c2ccccn2)s1 (stereo not given)
    -2%	18	4%	0.6	6%	1%	i	706	-0.1%	8%	-53	43
> Cc1ccc2c(c1)N(CC(=O)NCc1cccnc1)C(=O)CO2
    0%	12	4%	1.2	8%	5%	i	686	1.5%	-12%	4	103
> C[C@H](NC(=O)CCCOc1ccc(Cl)cc1Cl)c1nnc2ccccn12
    -11%	37	9%	-0.7	11%	13%	i	708	0.3%	3%	18	68
> CC(C)c1nnc(NC(=O)CCC(=O)NC2CCCc3ccccc32)s1 (stereo not given)
    -5%	34	7%	1.7	14%	5%	i	677	-0.1%	-8%	-6	46
> CCn1c(SCC(=O)NC2=NCCS2)nnc1C(C)NC(=O)c1ccccc1Br (stereo not given)
    -6%	37	9%	0.3	-9%	3%	i	835	0.0%	10%	-2	43
> O=C(O)c1ccccc1C(=O)NCc1c(Cl)cccc1Sc1ccc(Cl)cc1
    -2%	22	9%	4.3	-2%	14%	i	717	0.2%	8%	2	49
> O=[N+]([O-])c1c(N2CCN(CCO)CC2)nc2ccccn12
    -5%	5	3%	0.4	1%	1%	i	870	-0.1%	20%	8	59
> CC(=O)C1=C(NC(=O)c2ccc(C(F)(F)F)cc2)C[C@@H]2[C@H]1C2(C)C
    -3%	55	-2%	3.9	-2%	5%	i	737	0.0%	-1%	-2	51
> COc1ccccc1N1CCN(Cc2nc3ccccc3[nH]2)CC1
    -11%	28	-13%	-3.2	11%	9%	i	767	0.0%	-1%	-15	49
> CCOc1ccc(NC(=S)N(CCN2CCOCC2)Cc2ccc3c(c2)CCCN3CC)cc1
    3%	46	8%	1.5	0%	19%	i	729	-0.3%	10%	-22	65

Some of these compounds in order of the GPR35 antagonists value, highest first.
| canonical_smiles | GPR35 antagonists |
| --- | --- |
| O=C(O)c1ccccc1C(=O)NCc1c(Cl)cccc1Sc1ccc(Cl)cc1 | 8% |
| C[C@H](NC(=O)CCCOc1ccc(Cl)cc1Cl)c1nnc2ccccn12 | 3% |
| Cc1ccc2c(c1)N(CC(=O)NCc1cccnc1)C(=O)CO2 | -12% |

Continued:
Screens in order – LYP inhibition	T cell HTS vesicle-bound %	MgcRacGAP inhibition	NTR1 ag	GPR55 LPI antagonism	Large T inhibition	T cell HTS	Hep lipid drop cells 6.5 µM	GPR55 beta-arrestin	GPR35 antagonists	Hep lipid drop	NTR1 ag cell count 20 µM
> C=CCNC(=S)NNC(=O)c1ccc(Br)o1
    4%	46	6%	0.8	-6%	20%	i	783	-0.2%	-1%	9	65
> Cc1ccccc1CN1CCN(C(=O)c2ccco2)CC1
    -2%	20	.	-0.3	2%	11%	i	826	-0.1%	13%	0	95
> Cc1ccccc1Cn1cnc2c([N+](=O)[O-])c(C)c(C)cc21
    2%	22	6%	0.8	3%	5%	i	.	0.0%	-10%	.	54
> Cn1c(=O)cc(SCC(=O)NCCC2=CCCCC2)c2ccc(Cl)cc21
    -4%	2	6%	6.5	3%	21%	i	483	-0.2%	2%	-20	35
> CC(C)CCN1CCN(C2CCN(c3ccc4c(c3)OCO4)CC2)CC1CCO (stereo not given)
    -6%	58	13%	-0.4	5%	25%	i	701	0.0%	-7%	6	69
> O=C(Nc1ccc(F)cc1)c1cccnc1N1CCCCC1
    -10%	8	1%	0.9	0%	5%	i	844	-0.1%	-14%	11	59
> Cc1ccc(-c2n[nH]c(=S)n2/N=C/c2cccs2)cc1
    -2%	46	26%	-1.0	2%	0%	i	651	-0.1%	1%	-3	55
> O=C(NC(=S)N1CCN(c2ccc(F)cc2)CC1)C12CC3CC(CC(C3)C1)C2
    -9%	48	4%	2.2	12%	8%	i	664	-0.1%	-12%	-1	62
> COc1ccc2sc(N(CCCN(C)C)C(=O)c3ccc(S(=O)(=O)N4CCCC4)cc3)nc2c1
    .	29	11%	-0.2	.	0%	i	.	.	.	.	44
> CNC(=O)c1cc2ccccc2o1
    -6%	49	7%	-0.4	3%	3%	i	773	0.3%	8%	10	44
> Cc1cccc(C)c1OCC(=O)Nc1c(C)nn(C)c1C
    -12%	71	13%	1.4	0%	21%	i	834	-0.1%	-13%	3	57
> COC(=O)c1ccc(CN2C(=O)NC3(CCCCC3C)C2=O)o1 (stereo not given)
    -2%	13	8%	0.1	8%	-13%	i	.	-0.3%	1%	.	50
> Nc1ncnc2c1ncn2Cc1ccccc1
    6%	54	3%	-0.3	-3%	-1%	i	736	0.0%	11%	1	41
> S=C(Nc1cccc(Br)c1)c1ccccc1
    -4%	63	6%	0.1	5%	0%	i	563	-0.2%	8%	2	68
> CC(=O)N1CCc2cc(S(=O)(=O)N3CCc4ccccc43)ccc21
    -6%	26	-10%	1.6	-4%	17%	i	788	0.3%	1%	-10	58
